High-throughput results deposited in PubChem BioAssay by National Center for Advancing Translational Sciences (NCATS).
ERK EGF inh – blocks ERK signaling stimulated by EGF | HEK293-V1b, EGF-stimulated phospho-ERK AlphaScreen | Potency, µM (titrated, usually from 11.5 µM), for the others: top-dose activity change, negative = inhibition, most hits filed as inhibitors | actives 0.41% (n = 130,000) | AID 1454; active = well fitted inhibition curve with a large enough effect; inconclusive = small, poorly fitted or top-dose-only effect, or effect the other way;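 note: plate controls were stimulated vehicle wells for no effect and unstimulated vehicle basal for full effect; nearly all actives have a fitted effect of over 55% in size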
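After overnight plating in 1% FBS, HEK293-V1b cells received test compound for half an hour, then a 5 min pulse of EGF (25 nM); ERK phosphorylation in lysates was read by bead-based AlphaScreen.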
* marks the source's active call; other numbers are inactive results; ? = inconclusive; [ ] = remark or other dose. Potency is the fitted concentration of half-maximal effect.

compound,ERK EGF inh
O=C(CSc1nnc2ccc(-c3ccccn3)nn12)NCC1CCCO1 (stereo unspecified),-9%
Cc1ccc(OCC(=O)Nc2ccc(N3CCN(C(=O)c4ccco4)CC3)cc2)cc1C,?
Cc1ccc(Cn2ccc(C3CC3)n2)cc1,-9%
COc1ccc(C(=S)N2CCCCCC2)cc1,2%
CN(C)/C=C/C(=O)c1cc(N2CCOCC2)ccc1[N+](=O)[O-],7%
Cn1nc(-c2ccccc2)c(CO)c1Sc1ccccc1,5%
CCC(OCC(O)CN1CCN(CCN2C(=O)c3cccc4cccc(c34)C2=O)CC1)c1ccccc1 (stereo unspecified),?
COc1ccccc1N(C)S(=O)(=O)c1ccc(C(=O)OCC(=O)N(C(C)C)C(C)C)cc1,-4%
Cn1cnnc1SCC(=O)NNC(=O)COc1ccc(Br)cc1,0%
Cc1ncc(C[n+]2csc(C)c2C)c(N)n1,-5%
O=C(NCc1ccccn1)C1CCN(Cc2cccc(OCc3ccccc3)c2)CC1,-1%
O=C(COc1ccccc1)NNC(=O)c1cc2ccccc2o1,5%
CN(C(=O)CC1C(=O)NCCN1Cc1ccc(F)cc1)C1CCOCC1 (stereo unspecified),-10%[57.5 µM]
O=[N+]([O-])c1cccc(-c2ccn[nH]2)c1,-8%[57.5 µM]
CC1=NN(/C(=N\c2nnc(C)s2)Nc2ccccc2)[C@H](c2cccc3ccccc23)S1,15%
CCC(C)Nc1nnnc2c1sc1nc3c(cc12)COC(C)(C)C3 (stereo unspecified),-4%
CCOC(=O)N1CCN(C(=O)CSc2nc3c([nH]c4ccccc43)c(=O)n2C)CC1,10%
COc1cc(C(=O)N/N=C/c2sccc2C)cc(OC)c1OC,-6%
Cc1ccc(CSc2nnc(SCC(=O)N/N=C/c3ccc(C(=O)O)cc3)s2)cc1,-13%[57.5 µM]
C=CCn1c(SCN2C(=O)c3ccccc3C2=O)nc2ccc(Cl)cc2c1=O,0%
O=[N+]([O-])C(C1CCS(=O)(=O)C1)C1CCS(=O)(=O)C1 (stereo unspecified),-15%
N#Cc1c(-c2ccc(F)cc2)cc(-c2cccnc2)nc1N,9%
O=C(NC(=S)Nc1ccc(CN2CCOCC2)cc1)c1ccco1,0%[57.5 µM]
Cc1sc(NC(=O)CN2CCOCC2)c(C#N)c1C,9%[57.5 µM]
COc1ccc(-c2coc3c(OC)c(OC)cc(O)c3c2=O)cc1,10%
CC(C)C(=O)Nc1c(O)c2ccccc2[nH]c1=O,-11%[57.5 µM]
O=C(OCC(=O)N1CCOCC1)c1ccc2[nH]c3c(c2c1)CCCC3,-18%[57.5 µM]
Cc1cccc(NC(=O)CSc2nnnn2-c2ccc3c(c2)OCCO3)n1,-10%
O=C(c1cccc(C(F)(F)F)c1)C1CCCN(Cc2cccn2-c2ncccn2)C1 (stereo unspecified),3%
CCOc1ccccc1NC(=O)c1nc(-c2ccccc2)oc1C,-2%
Cc1nn(C)c(C(=O)N2CCOCC2)c1Cl,24%
CCN(CC)C(=O)c1ccc2c3c(cccc13)C(=O)N(CCc1ccc(OC)c(OC)c1)C2=O,?
CC(=O)N(C)N(C)c1cc(C)nc(N)n1,4%[57.5 µM]
CNC1CC(N)[C@H](O)[C@@H](O[C@@H]2OC(CO)C3OC4(OC(C(N)CO)C(O)C(O)C4O)O[C@@H]3[C@H]2O)C1O (stereo partly specified),21%
COc1ccc(C(CC(=O)N2CCOCC2)c2c(O)cc(OC)cc2OC)cc1 (stereo unspecified),15%[57.5 µM]
Cn1nc(C(F)(F)F)c2cc(C(=O)O)sc21,3%
CSc1nc(S(=O)(=O)c2ccccc2)c(Cl)s1,-15%
Oc1ccccc1C=NCCN=Cc1ccccc1O,6%[57.5 µM]
CCOc1ccc(-n2c(C)nc3cc(C(=O)NCc4ccc5c(c4)OCO5)ccc32)cc1,-4%
CCc1nc(NCc2ccccc2)c(C#N)c2c1CCCC2,-6%
COc1ccc(Nc2nc(N)nc(CSc3nc(C)cc(C)n3)n2)cc1,-18%
O=C(CCC(=O)Nc1ccccc1)NNC(=O)c1ccccc1Cl,2%
Cc1onc(-c2ccccc2Cl)c1C(=O)NCc1nc(-c2ccc(C(F)(F)F)cc2)no1,3%[57.5 µM]
Cc1ccc(NC(=O)COC(=O)CNC(=O)c2ccc3ccccc3c2)c([N+](=O)[O-])c1,-1%
COCCNC(=O)C(NC(=O)C1CCCCC1)C(C)C (stereo unspecified),3%
Clc1cc(Cl)cc(C2=NCCC(c3ccccc3)O2)c1 (stereo unspecified),6%
CCOC(=O)Cn1nc(C)n(-c2ccc(Cl)cc2)c1=O,-3%
COc1ccc2c(c1OC)C(Cc1ccccc1)N1CCc3cc4c(cc3C1=C2)OCO4 (stereo unspecified),-7%
CCOc1ccc(C(C)=O)cc1COC(=O)c1cccnc1SC,2%
Cc1ccc(N2C(=O)c3ccccc3C2C(=O)c2ccc(C)c(C)c2O)cc1 (stereo unspecified),-6%[57.5 µM]
C=CCn1c(SCC(=O)c2cc(C)n(C)c2C)nnc1-c1ccncc1,1%
CC(C)n1cc(-c2nc(C(=O)NN)cs2)c(=O)n(Cc2ccccc2)c1=O,3%[57.5 µM]
CC(=O)Nc1nnc(SCC(=O)c2ccc(F)cc2)s1,-2%
COc1cc(C(=S)N2CCOCC2)ccc1OS(=O)(=O)c1ccccc1[N+](=O)[O-],2%
COc1ccc(-c2cc3nc(C)c(CCC(=O)NCc4ccc(F)cc4)c(C)n3n2)c(OC)c1,-3%
CCOC(=O)COc1ccc(Br)cc1/C=C\c1[nH]c(=O)[nH]c(=O)c1[N+](=O)[O-],-5%
CC[C@@H]1C=C(C)C[C@H](C)C[C@H](OC)[C@H]2O[C@@](O)(C(=O)C(=O)N3CCCC[C@H]3C(=O)O[C@H](/C(C)=C/[C@@H]3CC[C@@H](O)[C@H](OC)C3)[C@H](C)[C@@H](O)CC1=O)[C@H](C)C[C@@H]2OC,-6%
Cc1ccc(NCC(=O)N/N=C/c2cccn2C)cc1,-5%[57.5 µM]
COc1ccc(CC(=O)NNC(=O)CCC(=O)Nc2cc(C)ccc2C)cc1,-3%
CN(C(=O)COc1ccc([N+](=O)[O-])cc1)C1CCS(=O)(=O)C1 (stereo unspecified),-9%[57.5 µM]

Sorted by molar mass (low to high): part of the list above
compound,ERK EGF inh
Cc1ncc(C[n+]2csc(C)c2C)c(N)n1,-5%
Cn1nc(-c2ccccc2)c(CO)c1Sc1ccccc1,5%
CN(C(=O)CC1C(=O)NCCN1Cc1ccc(F)cc1)C1CCOCC1 (stereo unspecified),-10%[57.5 µM]

(next part)
compound,ERK EGF inh
C/C(CC(=O)Nc1ccc(Cl)c(C(F)(F)F)c1)=N\NC(N)=S,3%
CC[C@H](C)NC(=O)c1ccc(Cn2c(=S)[nH]c3c([nH]c4ccc(OC)cc43)c2=O)cc1,19%
Cc1ccc(-c2csc(NC(=O)CSc3nc(C)cs3)n2)cc1,8%
CCOC(=O)c1c(NC(=S)Nc2ccccc2)sc(C)c1C,-25%
COc1ccc(/C=C/C(=O)N2CCN(c3ccccn3)CC2)c2ccccc12,1%
CCc1cc2cc(C)cc(C)c2nc1SCC(=O)Nc1cc(C)on1,2%
CSc1ccccc1C(=O)C1CCCN(Cc2c(C)n(C)n(-c3ccccc3)c2=O)C1 (stereo unspecified),-5%
CC(C(=O)NCCN1C(=O)S/C(=C\c2cccnc2)C1=O)N1C(=O)c2ccccc2C1=O (stereo unspecified),-5%
C=CCn1c(CNC(=O)c2ccco2)nnc1SCC(=O)c1ccccc1,7%
Cc1ccc(-c2nc(=S)c3c(n2Cc2cccnc2)CC(C)(C)OC3)cc1,-23%[57.5 µM]
O=C(COC(=O)CNC(=O)c1ccccc1)Nc1ccccc1Cl,-1%
C=CCn1c(SCC(=O)OCC)nc(C(F)(F)F)cc1=O,-1%
N#C/C(=C\c1ccc([N+](=O)[O-])cc1)C(=O)Nc1ccccc1O,10%
Nc1nn2cc(-c3ccccc3)nc2c2ccccc12,1%
COc1cc(O)c2c(=O)c3c(OC)c(O)ccc3oc2c1,1%
O=C(CSc1nnc2ccccn12)Nc1ccc2c(c1)OCCO2,-9%[57.5 µM]
Cc1ccc(NC(=O)CCC(=O)N/N=C/C=C/c2ccccc2)cc1,1%
Cc1sc2nc(COC(=O)c3cccc(OC(F)F)c3)[nH]c(=O)c2c1C,2%[57.5 µM]
Cc1cn(C)c(=O)n(C)c1=O,40%[57.5 µM]
Cn1c(-c2ccco2)n[nH]c1=S,1%

Next structures follow:
smiles	ERK EGF inh
CC(C)C1Nc2c(O)cc(Cl)c([N+](=O)[O-])c2C2C=CCC21 (stereo unspecified)	9%
COc1ccc(C(=O)N/C(=C\c2ccc3c(c2)OCO3)C(=O)Nc2ccc(C(=O)O)cc2)cc1	-19%
Cc1c(CCO)c(=O)[nH]n1S(=O)(=O)c1ccccc1	0%
CCOc1cc(N2CCOCC2)c(OCC)cc1NC(=O)CN1CCCC1	-1%
N#C/C(=C\c1ccc(-c2ccc([N+](=O)[O-])cc2)o1)C(=O)Nc1nc(-c2cccs2)cs1	-25%[57.5 µM]
COC(=O)[C@@H]1CC[C@H](C)[C@@H](c2ccc(C)cc2)N1C(=O)c1ccc(/C=N/O[C@@H](C)c2cn([C@H](CO)Cc3ccccc3)nn2)cc1	3%
CC(=O)Nc1ccc(N=NN2CCOCC2)cc1	1%
COc1ccc(C2=NOC(CNC(=S)N3CCOCC3)C2)cc1 (stereo unspecified)	4%[57.5 µM]
CCN(Cc1ccccc1)C(=O)COC(=O)c1cc(S(=O)(=O)Nc2c(C)n(C)n(-c3ccccc3)c2=O)ccc1C	-1%
O=C(CN1CCCCCCC1)Nc1ccc(Cl)cc1Cl	-11%
Cc1c(NC(=O)C(C)OC(=O)CCc2ccccc2)c(=O)n(-c2ccccc2)n1C (stereo unspecified)	-5%
CC(C)CNC1=C(C(=S)Nc2ccccc2)C(=O)CC(C)(C)C1	0%
CN1C(=O)C[C@H](c2ccccc2)C1=O	4%[25.7 µM]
CCC(=O)Nc1nc2ccc3sc(C)nc3c2s1	-11%
CCOc1cc(NC(=S)NCC2CCCO2)c(OCC)cc1NC(=O)C1CC1 (stereo unspecified)	3%
Cn1c(N)c(C(=O)COC(=O)c2cnc(Cl)c(Cl)c2)c(=O)n(C)c1=O	-4%
CCOc1ccc(CN2CCN(Cc3cn(CC)nc3C)CC2CCO)cc1 (stereo unspecified)	-9%
O=C1SCCC1NS(=O)(=O)c1ccccc1[N+](=O)[O-] (stereo unspecified)	-1%
Cc1nc2ccc(NC(=S)N3CCN(c4ccccn4)CC3)cc2nc1C	3%
O=C(c1ccc(CNS(=O)(=O)c2ccccc2)cc1)N1CCN(c2ccccn2)CC1	?
Cn1c(C23CC4CC(CC(C4)C2)C3)n[nH]c1=S	3%
Cc1ccc(NN=Nc2nc3c([nH]2)c(=O)n(C)c(=O)n3C)cc1	4%
COCCN1C(=O)Cc2c1nc(N)c1c(N)nc(N3CCN(c4ccc(F)cc4)CC3)c(C#N)c21	-3%
COc1ccc(C)cc1S(=O)(=O)n1ccnc1C	-1%

Exported as labelled records: entries from further up
Cn1c(N)c(C(=O)COC(=O)c2cnc(Cl)c(Cl)c2)c(=O)n(C)c1=O
  ERK EGF inh: -4%
CCOc1ccc(CN2CCN(Cc3cn(CC)nc3C)CC2CCO)cc1 (stereo unspecified)
  ERK EGF inh: -9%

The results go on.
smiles	ERK EGF inh
O=C(CN1CCCc2ccccc21)NCCc1ccc(Cl)cc1	0%
COC(=O)N/N=C/c1c(C)nn(-c2cccc(Cl)c2)c1Cl	12%
COC(=O)CC1C(=O)NCCN1C(=O)c1sc2ccccc2c1Cl (stereo unspecified)	15%[57.5 µM]
COC(=O)N(NC(=O)C(O)(c1ccccc1)c1ccccc1)c1ccccc1	2%
COc1ccc(C(=O)OCC(=O)NC(=O)NC(C)C)cc1OC	-9%
Cc1sc(N)nc1-c1cccs1	7%
CCN(CC)c1ccc(NC(=O)COC(=O)COc2ccccc2[N+](=O)[O-])cc1	-5%
CCc1nnc(NC(=O)c2cc(S(=O)(=O)N3CCOCC3)ccc2N2CCCCC2)s1	-4%
N#Cc1cc2c(nc1SCC(=O)O)CCCCC2	12%[57.5 µM]
COc1ccc(NC(=O)C(NC(=O)c2ccc(=O)[nH]c2)c2ccccc2)cc1 (stereo unspecified)	1%
NC(=O)C1(N2CCCCC2)CCN(C(=S)Nc2ccccc2)CC1	1%
S=C1NC2(CCS1)Oc1ccccc1C1CC(c3ccccc3)=NN12 (stereo unspecified)	0%[57.5 µM]
COc1ccc(/C=N/NC(=O)c2ccncc2)cc1CN1CCCc2ccccc21	?
N#Cc1c(C(F)(F)F)cc(-c2ccc(Cl)cc2)nc1SCC(=O)O	-3%
N/C(=N\OC(=O)c1cc(Br)ccc1Cl)c1ccccn1	-4%

3 compounds out of the list above, arranged by their value in ERK EGF inh, descending.
smiles	ERK EGF inh
COC(=O)N(NC(=O)C(O)(c1ccccc1)c1ccccc1)c1ccccc1	2%
COc1ccc(NC(=O)C(NC(=O)c2ccc(=O)[nH]c2)c2ccccc2)cc1 (stereo unspecified)	1%
O=C(CN1CCCc2ccccc21)NCCc1ccc(Cl)cc1	0%

This is a subset. The share of hits here may be higher or lower than overall.
